Screening data from PubChem BioAssay.
C diff HTS – inhibitors of Clostridium difficile growth | 86,000 compounds, 0.25% hits | growth activity, negative = inhibition, % at 16 µg/mL (by protocol) | Clostridium difficile clinical isolate growth, OD600, 24 h; stronger effect = lower value | AID 1259249;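 active means mean growth activity at or below -80% and every replicate also at or below -80%; inconclusive means mean at or below -80% but some replicate above -80%; inactive means mean growth activity above -80%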;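 further: 0% = DMSO wells and -100% = levofloxacin 16 µg/mL wells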
GASC1 inh – blocks human GASC-1 (KDM4C) demethylase activity. Q9H3R0. 96,000 compounds, 0.15% hits. inhibition, % at 12.5 µM. GST-KDM4C 2-372, H3K9me3 peptide, LANCE TR-FRET. AID 720574;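 active means mean replicate inhibition above about 25%, with at least 55% of replicates also reaching it, limit read from the data, passing the limit was not always enough; inconclusive means only one of those two conditions met; inactive means neither condition met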
Target sequence (Q9H3R0 2-372 limits assumed): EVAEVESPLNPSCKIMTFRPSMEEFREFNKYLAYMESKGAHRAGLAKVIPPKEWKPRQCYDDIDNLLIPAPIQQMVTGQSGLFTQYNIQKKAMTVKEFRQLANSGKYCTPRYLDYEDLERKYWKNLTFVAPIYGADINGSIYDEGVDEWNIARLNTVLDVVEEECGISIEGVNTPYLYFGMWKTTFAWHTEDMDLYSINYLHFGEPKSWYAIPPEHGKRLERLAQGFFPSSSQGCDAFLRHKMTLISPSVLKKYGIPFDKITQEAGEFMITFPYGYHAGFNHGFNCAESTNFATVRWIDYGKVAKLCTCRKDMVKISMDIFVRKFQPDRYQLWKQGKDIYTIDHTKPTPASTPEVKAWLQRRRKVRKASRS
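Compound: one test concentration per compound; Material: GST-GASC-1 enzyme fragment 2-372; Amount: GASC-1 enzyme at 10 nM final in reaction; Also added: H3K9me3 peptide substrate, Fe(II), 2-oxoglutarate; Technique: LANCE TR-FRET; Times: 30 min demethylation and 1 h detection at room temperature.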
T cruzi growth – T. cruzi proliferation inhibition | T. cruzi beta-gal in NIH3T3, GalScreen luminescence, 90 h | inhibition, % at 8.34 µM | 77,000 compounds, 5.9% hits | AID 624255;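 active means mean inhibition above about 93%, with at least 55% of replicates each passing it, limit read from the data, passing the limit was not always enough; inconclusive means only one of those two conditions holds; inactive means neither condition holds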
Pf Dd2 inh – inhibitors of Plasmodium falciparum Dd2 growth; activity change, % at 10 µM; 94,000 compounds, 2.3% hits; AID 1159554; P. falciparum Dd2 growth, SYBR Green, 72 h; stronger effect = lower value; in the data active means activity change below about -80%; inconclusive means no clear call, values can overlap the other calls
* marks the source's active call; other numbers are inactive results; u = inconclusive; x = not tested or not shown; & = joins results of further samples.

SMILES | C diff HTS | GASC1 inh | T cruzi growth | Pf Dd2 inh
CCC(=O)N1CC2(CCN(Cc3cncnc3)CC2)c2c([nH]c3cc(OC)ccc23)[C@@H]1CO | -8.7 | 0.4 | x | 13.8
Cc1noc(C)c1S(=O)(=O)Nc1ccc2c(c1)CC(=O)N([C@@H](C)CO)C[C@H](C)[C@H](CN(C)Cc1ccc(Oc3ccccc3)cc1)O2 | 69.1 | 0.3 | 61.3 | -22.3
CO[C@H]1CN(C)C(=O)c2ccc(NC(C)=O)cc2OC[C@@H](C)N(C(=O)c2ccncc2)C[C@H]1C | x | 1.4 | 11.8 | -5.4
COc1ccc(NC(=O)Nc2cccc3c2O[C@@H](CN(C)C(=O)Nc2ccc4c(c2)OCO4)[C@H](C)CN([C@@H](C)CO)C3=O)cc1 | x | 2.8 | -29.0 | -4.5
COc1ccccc1CNC(=O)C[C@H]1C[C@H]2c3cc(NS(=O)(=O)c4ccc(F)cc4)ccc3O[C@H]2[C@H](CO)O1 | -4.3 | -1.3 | -68.3 | -34.2
COc1cccc(S(=O)(=O)N[C@H]2CC[C@@H](CCNC(=O)Cc3ccncc3)O[C@@H]2CO)c1 | 7.5 | 0.0 | 14.7 | 2.0
O=C(C[C@H]1CC[C@H]2[C@@H](COC[C@@H](O)CN2Cc2cccc(C(F)(F)F)c2)O1)NCc1ccc(F)cc1 | x | 2.2 | 26.3 | -10.2
C[C@H](CO)N1C[C@H](C)[C@H](CN(C)Cc2cccc(F)c2)Oc2ncc(C3=CCCCC3)cc2C1=O | 26.0 | 4.8 | x | 3.2
C[C@H](O)C#Cc1ccc([C@H]2[C@@H](CO)N3CCCCN(CC4CCOCC4)C[C@H]23)cc1 | -3.3 | 2.3 | 48.5 | -20.5
CN(C)c1ccc2c(c1)[C@H]1C[C@H](CC(=O)NCc3ccccn3)O[C@H](CO)[C@H]1O2 | -1.3 | 34.0* | -0.3 | -14.2
COc1cccc(S(=O)(=O)N2[C@@H]3CNC[C@H]2C3c2ccc(-c3ccccc3F)cc2)c1 (stereo partly drawn) | 50.7 | -0.4 | x | -5.1
C[C@@H]1CCCCO[C@H](CN(C)C(=O)CCC(F)(F)F)[C@@H](C)CN([C@H](C)CO)C(=O)c2cc(NC(=O)Nc3ccccc3)ccc2O1 | -2.4 | -0.4 | 19.1 | 7.8
C[C@@H]1CCCCO[C@@H](CN(C)Cc2ccc3c(c2)OCO3)[C@H](C)CN([C@@H](C)CO)C(=O)c2cc(NC(=O)Nc3ccc4c(c3)OCO4)ccc2O1 | x | -0.7 | 103.1* | -65.2
C[C@H]1CN([C@@H](C)CO)S(=O)(=O)c2ccc(C#Cc3ccccc3)cc2O[C@@H]1CN(C)C(=O)Cc1ccccn1 | -10.2 | -4.4 | 105.4* | -78.1
O=C(Nc1ccccc1)N[C@@H]1CC[C@@H](CCn2cc(-c3ccccc3F)nn2)O[C@@H]1CO | 11.1 | -0.4 | x | -71.2
C[C@@H]1CCCCO[C@@H](CN(C)CC2CC2)[C@H](C)CN([C@H](C)CO)C(=O)c2cc(NS(C)(=O)=O)ccc2O1 | -6.0 | -0.3 | 30.2 | 21.5
COc1ccc(S(=O)(=O)Nc2cccc3c2O[C@@H](CN(C)C(=O)Nc2ccc(F)cc2)[C@@H](C)CN([C@@H](C)CO)C3=O)cc1 | x | -1.1 | 37.9 | -36.8
C[C@@H]1CCCCO[C@@H](CN(C)Cc2ccncc2)[C@@H](C)CN([C@@H](C)CO)C(=O)c2cc(NC(=O)Cc3ccccc3)ccc2O1 | -4.4 | -3.6 | 31.4 | -50.9
O=S(=O)(NCC[C@H]1CC[C@@H](NS(=O)(=O)c2cccc(F)c2)[C@@H](CO)O1)c1cccc(F)c1 | -6.6 | 0.6 | x | -4.2
COc1ccccc1-c1cnc2c(c1)C(=O)N([C@H](C)CO)C[C@H](C)[C@@H](CN(C)CC1CCOCC1)O2 | -4.2 | -2.2 | x | 5.5
CC(=O)N1[C@H](C(=O)Nc2ccccc2)[C@@H](CO)[C@@H]2Cn3c(ccc(C4=CCCC4)c3=O)[C@@H]21 | 0.8 | -0.7 | 2.0 | x
C[C@H]1CN([C@@H](C)CO)C(=O)c2cc(C#CC3(O)CCCC3)cnc2O[C@@H]1CN(C)Cc1cncnc1 | -0.3 | -0.2 | 30.0 | 30.6
O=C(C[C@H]1CC[C@H]2[C@@H](COC[C@@H](O)CN2C(=O)Nc2ccc(F)cc2)O1)NCC1CC1 | 1.6&0.4 | 0.8 | x | 8.1
CNC[C@H]1Oc2ccc(NS(=O)(=O)c3cn(C)cn3)cc2C(=O)N([C@H](C)CO)C[C@@H]1C | -1.9 | 1.2 | -25.0 | 10.6
C[C@@H]1CN([C@@H](C)CO)C(=O)c2cc(C#CCN(C)C)cnc2O[C@H]1CN(C)C(=O)Cc1cccnc1 | 2.4 | 4.3 | 34.6 | 60.0
Cc1ccc(S(=O)(=O)Nc2ccc3c(c2)C(=O)N([C@H](C)CO)C[C@H](C)[C@@H](CN(C)S(=O)(=O)c2ccc(Cl)cc2)OCCCC[C@H](C)O3)cc1 | 9.6 | -1.8 | 89.0 | -53.2
COc1cccc(NC(=O)N2CC3(C2)[C@@H](c2ccccc2)[C@@H](CO)N3C(=O)C2CCCC2)c1 | 4.4 | -0.5 | x | 5.3
N#Cc1ccc(-c2ccc3c(c2)[C@@H]2[C@@H](CCN2Cc2ccc4c(c2)OCO4)[C@@H](CO)N3)cc1 | -101.8* | 0.2 | 101.2* | -63.1
COCC(=O)N1CC(=O)N2[C@@H](CO)[C@@H](c3ccc(C#Cc4cccnc4)cc3)[C@@H]2C1 | -2.8 | -1.4 | x | 34.0
C[C@@H]1CN([C@@H](C)CO)C(=O)Cc2cc(NS(=O)(=O)c3ccc(F)cc3)ccc2O[C@@H]1CN(C)Cc1ccc(Oc2ccccc2)cc1 | -1.0 | -0.4 | 23.6 | -20.3
C/C=C/c1ccc([C@H]2[C@@H](CO)N(C(C)=O)[C@H]2CN(C)C(=O)c2ccccn2)cc1 | -6.9 | 4.0 | 50.0 | 7.0
C[C@@H]1CCCCO[C@@H](CN(C)S(=O)(=O)c2ccccc2)[C@H](C)CN([C@@H](C)CO)C(=O)c2cc(NS(=O)(=O)c3cn(C)cn3)ccc2O1 | 0.4 | 0.3 | -35.8 | 21.1
CO[C@@H]1CN(C)C(=O)c2cc(NS(=O)(=O)c3cn(C)cn3)ccc2OC[C@H](C)N(C)C[C@@H]1C | 2.1 | -0.3 | -13.9 | 16.8
CN1C(=O)c2cc(NC(=O)C3CCOCC3)ccc2OC[C@@H]2O[C@@H](CC(=O)NCc3ccc4c(c3)OCO4)CC[C@@H]21 | -0.5 | 4.0 | -36.8 | x
Cn1cnc(S(=O)(=O)N[C@H]2C=C[C@@H](CC(=O)Nc3ccc(-c4ccccc4)cc3)O[C@H]2CO)c1 | x | -0.7 | -17.1 | 35.0
C[C@@H]1CN([C@@H](C)CO)C(=O)c2cccc(NS(=O)(=O)c3cccs3)c2O[C@H]1CN(C)Cc1ccc(Oc2ccccc2)cc1 | x | 6.9 | 38.0 | -42.6
COc1ccc(NC(=O)N[C@H]2CC[C@H](CCn3cc(-c4ccccc4F)nn3)O[C@H]2CO)cc1 | -4.1 | -1.5 | 23.8 | -11.3
CC=Cc1ccc2n(c1=O)C[C@H]1[C@H](CO)[C@@H](C(=O)NC3CCCC3)N(Cc3ccncc3)[C@@H]21 (mixture of isomers) | 0.6 | 5.7 | -33.3 | x
CNC(=O)C[C@@H]1CC[C@H]2[C@@H](COC[C@@H](O)CN2Cc2ccc(C(F)(F)F)cc2)O1 | -2.4&-13.0 | 0.9 | x | 23.6
C[C@@H]1CN([C@H](C)CO)C(=O)Cc2cc(NC(=O)CCCN(C)C)ccc2O[C@H]1CN(C)C | -0.6 | 1.1 | 5.3 | 5.7
COc1ccc(NC(=O)Nc2ccc3c(c2)CC(=O)N([C@@H](C)CO)C[C@H](C)[C@@H](CN(C)S(=O)(=O)c2cn(C)cn2)O3)cc1 | -6.5 | -2.6 | 11.1 | 9.8
CC(C)NC(=O)N(C)C[C@H]1OCCCC[C@H](C)Oc2ccc(NC(=O)C3CCCCC3)cc2C(=O)N([C@H](C)CO)C[C@@H]1C | 1.0 | -1.0 | 31.4 | -5.1
CN1C(=O)c2cc(NC(=O)Nc3ccc(Cl)cc3)ccc2OC[C@H]2O[C@H](CC(=O)O)CC[C@H]21 | 16.2 | -1.8 | 26.7 | 12.9
Cc1ccc(S(=O)(=O)N(C)C[C@@H]2OCCCC[C@H](C)Oc3ccc(NS(=O)(=O)c4ccccc4)cc3C(=O)N([C@@H](C)CO)C[C@@H]2C)cc1 | 6.7 | -1.7 | 109.9* | -54.2
O=C(c1cnccn1)N1CC(=O)N2[C@H](C1)[C@@H](c1ccc(C#CC3CCCC3)cc1)[C@@H]2CO | -13.9 | 7.3 | x | -20.4
CC=Cc1ccc2n(c1=O)C[C@@H]1[C@@H](CO)[C@H](C(=O)N[C@H](C)c3ccccc3)[C@H]2N1CC1CC1 (mixture of isomers) | 7.4 | -1.9 | 11.8 | 6.4
C[C@H](CO)N1C[C@H](C)[C@@H](CN(C)S(=O)(=O)c2ccc(Cl)cc2)Oc2ccc(NS(=O)(=O)c3cn(C)cn3)cc2C1=O | -3.3 | 6.3 | 19.1 | 0.4
C[C@@H]1CCCCO[C@H](CN(C)C(=O)Nc2cccc3ccccc23)[C@H](C)CN([C@H](C)CO)C(=O)c2cc(NS(=O)(=O)c3ccc(F)cc3)ccc2O1 | 1.6 | 11.5 | 105.0* | -83.5*
C[C@H]1CN([C@@H](C)CO)C(=O)c2cc(NC(=O)CCN3CCOCC3)ccc2O[C@H]1CN(C)S(=O)(=O)c1ccccc1 | -4.2 | 0.8 | -477.1 | 11.0
O=C(C[C@H]1CC[C@@H](NS(=O)(=O)c2ccc(F)cc2)[C@H](CO)O1)NCc1ccc(Cl)c(Cl)c1 | x | -1.0 | -44.9 | -5.6
C[C@H]1CN([C@@H](C)CO)C(=O)Cc2cc(NS(=O)(=O)c3ccccc3)ccc2O[C@@H]1CN(C)S(=O)(=O)c1ccc(Cl)cc1 | 0.5 | 2.5 | 1.0 | -12.1
COc1ccc(NC(=O)Nc2ccc3c(c2)C(=O)N([C@@H](C)CO)C[C@@H](C)[C@@H](CN(C)C(=O)Nc2cccc4ccccc24)OCCCC[C@@H](C)O3)cc1 | 6.5 | -5.3 | u | -70.2
